# Dengue-2 NS5 capping = Dengue-2 NS5 methyltransferase inhibitors, primary screen, biochemical, confirmation dose response (AID 588689); Dengue-2 NS5 methyltransferase capping enzyme assay, biochemical; higher % means a stronger effect; one-dose inhibition, % at 25 µM; IC50 in µM for titrated hits; actives 0.3% (n = 340,000); in the data active means a potency from the dose series; inconclusive means inhibition above about 29% without an active follow-up result
# MgcRacGAP inhibition = MgcRacGAP GTPase-activating activity inhibitors, confirmation, biochemical, ADP Hunter fluorescence; MgcRacGAP-stimulated Rac1 GTP hydrolysis, ADP Hunter fluorescence; higher % means a stronger effect; GST-tagged Rac1 F28L mutant substrate; one-dose inhibition, % at 30 µM; IC50 in µM for titrated hits; actives 0.6% (n = 340,000);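 active means first-screen hits whose inhibition reached a set limit at any dose in the follow-up dose series; inconclusive means inhibition above the set first-screen limit but never retested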;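 further: fluorescence reports GDP produced by GAP-driven GTP hydrolysis; strong numbers were not always called active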
# LYP inhibition = PTPN22 lymphoid phosphatase activity blockers – biochemical, fluorescence intensity, uHTS (AID 1779). recombinant LYP phosphatase, fluorescence intensity; higher % means a stronger effect. inhibition, % at 11.5 µM; hits with a dose series show IC50 in µM. actives 0.054% (n = 290,000); in the data active means inhibition above about 50%;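 further: plate controls were vehicle with enzyme for no effect and no enzyme for full effect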
# RSV antiviral HEp-2 = inhibition of RSV-induced cytopathic effect – HEp-2 cells, primary 10 µM value included (AID 2391); HEp-2 cells, RSV-induced CPE inhibition; higher % means a stronger effect; CPE inhibition, % at 10 µM; hits with a dose series show IC50 in µM; actives 0.13% (n = 310,000); in the data active means a potency from the dose series; inconclusive means CPE inhibition mostly from about 23% at the one dose, without a potency; inactive means the rest, 99 in 100 with CPE inhibition below about 21%; further: strong numbers were not always called active
# AID2073 = disruptors of CaV2.2 binding to Mint1 – biochemical, HTRF (AID 2073). HTRF protein-protein interaction, Mint1-CaV2.2; higher % means a stronger effect. inhibition, % at 20 µM; hits with a dose series show IC50 in µM. actives 0.19% (n = 290,000); in the data active means inhibition mostly above about 51%, no sharp cut-off; inconclusive means no clear call, values can overlap the other calls; inactive means mostly below about 53%; further: some results filed as inactive read as strong as hits
# SV40 large T antigen = SV40 large T antigen inhibitors, biochemical (AID 1903) | SV40 large T antigen ATPase/helicase inhibition assay; higher % means a stronger effect | actives 0.39% (n = 310,000) | one-dose inhibition, % at 20 µM; IC50 in µM for titrated hits; in the data active means a potency from the dose series; inconclusive means inhibition mostly from about 32% at the one dose, without a potency; inactive means the rest, 99 in 100 with inhibition below about 32%; further: strong numbers were not always called active
# HIV peptide binding = inhibitors of HIV fusion peptide binding, primary screen, biochemical, uHTS, fluorescence dequenching (AID 1986) | actives 0.3% (n = 290,000) | one-dose inhibition, % at 20 µM; IC50 in µM for titrated hits | cell-free peptide binding, fluorescence dequenching, 30 min; higher % means a stronger effect; in the data active means inhibition mostly above about 52%, no sharp cut-off; inactive means mostly below about 76%; further: some results filed as inactive read as strong as hits
# Siah-1 displacement = blockers of Siah-1 interaction with plectin peptide – biochemical, fluorescence polarization, rhodamine-plectin, uHTS, primary screen (AID 1817); Siah-1 / rhodamine-plectin peptide fluorescence polarization; higher % means a stronger effect; one-dose displacement, % at 20 µM; IC50 in µM for titrated hits; actives 0.02% (n = 290,000);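 active means displacement of at least 50% at 20 µM, with a fluorescence ratio check between 0.3 and a set limit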;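 further: plate controls were Siah plus tracer with DMSO for no effect and tracer alone without Siah for full effect; strong numbers were not always called active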
# XIAP antagonists = XIAP antagonists, biochemical, IAP family, fluorescence polarization (AID 1018). XIAP BIR domain, fluorescence polarization peptide displacement; higher % means a stronger effect. displacement, % at 20 µM, or IC50 in µM where a hit was titrated. actives 0.007% (n = 200,000); in the data active means displacement above about 50%; further: a part of the inactive calls stands beside numbers as strong as those of hits
# Dengue-2 NS5 capping pilot replicate = recorded beside Dengue-2 NS5 capping, whose call it bears; inhibition, %; measured here: pilot screen replicate inhibition
# * hit, by the source's call; ? = inconclusive; . = no result given.
SMILES,Dengue-2 NS5 capping,MgcRacGAP inhibition,LYP inhibition,RSV antiviral HEp-2,AID2073,SV40 large T antigen,HIV peptide binding,Siah-1 displacement,XIAP antagonists,others
O=C(CSc1nnc(Cc2cccs2)n1Cc1ccco1)Nc1ccc(Cl)cc1Cl,-8%,7%,6%,22%,-5%,2%,-0.2%,1%,-3.8%,Dengue-2 NS5 capping pilot replicate=-4.9
CC(=O)Nc1ccccc1OC(C)C(=O)NC(C)c1ccc(F)cc1 (stereo not drawn),-3%,1%,-5%,0.2%,-9%,4%,1.2%,0%,7.4%,
COc1ccccc1CC(=O)Nc1cc(OC)c(NC(=O)c2ccccc2)cc1OC,2%,10%,6%,9.0%,-5%,4%,-1.6%,-1%,.,Dengue-2 NS5 capping pilot replicate=2.7
CCOc1ccccc1NC(=O)c1csc(C)c1C,-5%,6%,-7%,3.3%,3%,16%,-0.1%,12%,.,
COc1ccccc1Cn1c(=S)[nH]c2cc(C(=O)NCC3CCCO3)ccc2c1=O (stereo not drawn),-3%,11%,-4%,?,-11%,5%,-1.5%,12%,-3.7%,
COc1cc(/C=N/NC(=O)C(Cc2c[nH]c3ccccc23)NC(=O)OCC(C)C)cc([N+](=O)[O-])c1O (stereo not drawn),26%,-11%,8%,3.1%,12%,13%,48%,18%,-7.0%,
COc1cccc(NC(=O)COC(=O)CCCC2=NS(=O)(=O)c3ccccc3N2)c1,1%,10%,-8%,0.9%,6%,2%,0.5%,8%,.,
O=C(CSc1nc(NS(=O)(=O)c2ccccc2)cc(=O)[nH]1)Nc1ccc(F)cc1,0%,10%,-9%,0.9%,-3%,9%,-1.6%,6%,-1.1%,
C=CCn1c(SCc2cc(=O)n3cc(C)ccc3n2)nnc1-c1ccc(F)cc1,-6%,2%,-6%,1.0%,1%,0%,-0.1%,-6%,-7.5%,
CCn1c(/C=C/c2ccccc2)nc2ccccc2c1=O,-9%,10%,2%,2.1%,-9%,.,0.5%,10%,-2.6%,
CCCCCCCc1c(O)nc(SCC(=O)O)[nH]c1=O,3%,7%,-6%,-1.0%,-4%,6%,0.1%,-2%,.,
Cc1ccc(CNC2=NCCCCC2)n1C,-10%,4%,-5%,1.4%,0%,6%,-2.0%,2%,-4.0%,
CNC(=O)CSc1nnnn1-c1ccc(C)cc1C,3%,10%,2%,1.4%,2%,-1%,-0.1%,-1%,-0.9%,
O=C(O/N=C1\CCCc2ccccc21)c1ccc(F)cc1,-5%,2%,-2%,0.3%,2%,5%,-0.9%,11%,-3.2%,
COc1cc(/C=C2\SC(=Nc3ccc(O)cc3)NC2=O)cc(OC)c1OC,.,.,0%,0.7%,8%,.,-1.4%,2%,.,

# Structures listed so far containing two or more sulfur atoms (2):
SMILES,Dengue-2 NS5 capping,MgcRacGAP inhibition,LYP inhibition,RSV antiviral HEp-2,AID2073,SV40 large T antigen,HIV peptide binding,Siah-1 displacement,XIAP antagonists,others
O=C(CSc1nnc(Cc2cccs2)n1Cc1ccco1)Nc1ccc(Cl)cc1Cl,-8%,7%,6%,22%,-5%,2%,-0.2%,1%,-3.8%,Dengue-2 NS5 capping pilot replicate=-4.9
O=C(CSc1nc(NS(=O)(=O)c2ccccc2)cc(=O)[nH]1)Nc1ccc(F)cc1,0%,10%,-9%,0.9%,-3%,9%,-1.6%,6%,-1.1%,

# Further records.
SMILES,Dengue-2 NS5 capping,MgcRacGAP inhibition,LYP inhibition,RSV antiviral HEp-2,AID2073,SV40 large T antigen,HIV peptide binding,Siah-1 displacement,XIAP antagonists,others
CCP(=O)(c1cccc([N+](=O)[O-])c1)c1cccc([N+](=O)[O-])c1,-2%,7%,-10%,2.5%,-14%,7%,-0.9%,0%,.,
CCN(Cc1ccccc1)C(c1ccncc1)c1nnnn1C(C)(C)C (stereo not drawn),2%,2%,-6%,-1.0%,-4%,17%,-1.6%,0%,-2.2%,
CCOC(=O)CC1COCCN1C(=O)CCc1nnc(-c2ccsc2)o1 (stereo not drawn),-1%,15%,-8%,1.7%,1%,-12%,-0.5%,-6%,-9.4%,
CCOc1ccc(N(CC(=O)NC2CCCC2)C(=O)CCC(=O)Nc2nc(C)cs2)cc1,2%,8%,-9%,1.2%,7%,18%,2.8%,5%,.,
COc1cc(NS(=O)(=O)c2ccc(NC(=S)NC(=O)c3ccco3)cc2)nc(OC)n1,-6%,15%,-3%,1.6%,-22%,20%,1.1%,1%,.,
O=c1c(/C=N/N2CCOCC2)c(C(F)(F)F)[nH]n1-c1ccccc1,-4%,12%,-2%,1.2%,24%,18%,-1.2%,-1%,-5.3%,
CCn1c(C)nc2cc(-c3nnc(-c4c(-c5ccccc5)noc4C)o3)ccc21,-10%,8%,-3%,1.8%,1%,6%,7.4%,2%,-5.1%,Dengue-2 NS5 capping pilot replicate=0.0
Cc1cc(OCC(=O)NC2CC2)c2c(C)c(C)c(=O)oc2c1,0%,1%,-7%,1.2%,29%,21%,1.7%,0%,.,
CCCn1ncc(C(=O)N(C)C2CCCN(Cc3ccccc3F)C2)c1C (stereo not drawn),-11%,15%,-7%,-0.3%,13%,9%,2.7%,9%,.,
O=C(O)CSCc1nc2scc(-c3ccccc3)c2c(=O)[nH]1,-9%,4%,-5%,-0.3%,16%,3%,0.5%,-1%,-6.0%,
CCOc1ccc(OCC)c(N=c2oc3c(C)ncc(CO)c3cc2C(N)=O)c1,-5%,4%,4%,0.2%,14%,?,4.2%,0%,-6.0%,
CCOC(=O)c1sc(=NC(=O)c2ccccc2Br)n(C)c1C,-5%,-11%,-6%,3.9%,29%,6%,1.1%,3%,.,
COc1ccc(N2CC(NS(=O)(=O)c3ccc4ccccc4c3)CC2=O)cc1OC (stereo not drawn),0%,5%,.,-0.7%,.,13%,.,.,.,
O=C(/C=C/c1cccs1)N1CCC2(CC1)Oc1ccc(Cl)cc1C(=O)C21CC(c2cccnc2)=NO1 (stereo not drawn),4%,1%,-5%,-2.5%,1%,-3%,1.6%,0%,.,
Cc1cc2cc(C)c3nnc(SCc4ccccn4)n3c2cc1C,-11%,5%,-3%,5.2%,2%,12%,-1.7%,-3%,-2.4%,
COc1ccc(OC)c(C2CC(=O)N3CN(c4cccc(Cl)c4C)CSC3=C2C#N)c1 (stereo not drawn),-1%,24%,1%,3.0%,?,45%,-1.4%,-2%,-1.3%,
C=CCN(c1ccc(C(=O)Nc2cccc(C)c2)cc1)S(C)(=O)=O,3%,6%,6%,1.7%,-1%,2%,0.8%,-3%,-2.6%,
CCCC(=O)Nc1ccc(S(=O)(=O)Nc2cc(OC)nc(OC)n2)cc1,-3%,12%,-9%,1.5%,8%,9%,2.7%,6%,.,Dengue-2 NS5 capping pilot replicate=1.2
Cc1nnc(SCC(=O)OC2CC(C)CCC2C(C)C)[nH]c1=O (stereo not drawn),0%,5%,-2%,3.0%,-7%,16%,-2.0%,-3%,-15%,
COc1ccc(NC(=O)c2cc(CC(C)C)nc3ccccc23)cc1,.,0%,-10%,5.0%,2%,5%,2.1%,4%,.,
Cc1noc(C)c1S(=O)(=O)Nc1ccc(C(=O)N2CCc3ccccc3C2)cc1,-1%,1%,-2%,1.4%,9%,1%,1.5%,2%,-3.0%,
COc1ccc(/C=N/NC(=O)COc2ccc(Cl)cc2Cl)cc1Cn1nc(C)cc1C,-7%,-3%,0%,-0.8%,5%,23%,0.3%,-6%,0.9%,
O=C(/C=C/c1ccc(F)cc1)NCC1(c2ccccc2)CCOCC1,5%,10%,-3%,1.4%,3%,-3%,-0.3%,3%,-4.5%,
Cc1ccc2nc(CSc3nnc(Cc4cccs4)n3C3CCCCC3)cc(=O)n2c1,1%,12%,-3%,0.7%,-9%,15%,17%,-3%,-5.1%,
CN(CC(=O)Nc1ccc(Cl)cc1)C(=O)c1ccc(-n2cncn2)c([N+](=O)[O-])c1,0%,12%,.,0.0%,.,7%,.,.,.,
Cc1nc2sc3c(c2c(=O)n1NC(=O)CCl)CCCC3,-4%,5%,-5%,13%,-5%,25%,-1.2%,7%,-4.1%,
Cc1ccc(C)c(NC(=O)CN(C)C(=O)C2CCN(S(=O)(=O)c3ccc4c(c3)OCCO4)CC2)c1,-8%,7%,.,-0.8%,.,9%,.,.,.,
CS(=O)(=O)c1ccccc1C(=O)Nc1ccccc1Cc1ccccc1,-10%,5%,-3%,0.6%,4%,5%,-1.0%,1%,.,
Cn1c(=O)c2c(ncn2CC(=O)OCC(=O)Nc2ccc(Cl)cc2)n(C)c1=O,1%,2%,-3%,0.9%,-2%,5%,2.6%,-4%,0.6%,
O=C(N/N=C/C=C\c1ccc([N+](=O)[O-])cc1)c1cccnc1,.,.,-2%,.,14%,4%,0.5%,17%,.,
O=C1Nc2ccccc2C(=O)N2CCCCC12 (stereo not drawn),-1%,0%,-5%,1.9%,1%,6%,0.3%,3%,-1.1%,
COc1ccccc1N1CCN(c2ccc3cc(S(=O)(=O)N4CCCCC4)ccc3n2)CC1,-10%,1%,-7%,19%,45%,12%,-1.1%,-6%,.,
Cc1nc2ccc([N+](=O)[O-])cc2c(=O)n1Cc1ccc(Cl)cc1,-2%,2%,-10%,2.1%,1%,6%,0.7%,4%,.,
CCOc1ccccc1Nc1nc(-c2sc(NC(=O)c3ccccc3)nc2C)cs1,.,.,2%,0.8%,-3%,14%,2.4%,2%,-1.8%,
Cc1cc(OC(=O)N2CCCCC2)cc(C)c1Cl,-15%,6%,-4%,1.2%,-10%,22%,-0.5%,3%,-2.4%,
COC(=O)c1oc2ccc(Br)cc2c1NC(=O)CCN1CCOCC1,-6%,6%,-4%,1.8%,-2%,12%,3.7%,3%,-3.2%,
Cc1ccc(-c2nc(SCC(=O)N(C)c3c(N)n(Cc4ccccc4)c(=O)[nH]c3=O)n[nH]2)cc1,-5%,8%,-9%,1.0%,10%,7%,-1.6%,-7%,.,
CN(c1ncc(C(F)(F)F)cc1Cl)N1C(=O)C2ONC3(C(=O)CC(C)(C)CC3=O)C2C1=O (stereo not drawn),-3%,-10%,-3%,0.8%,-4%,9%,6.0%,4%,-5.2%,
O=C(Nc1ccc(F)cc1)N1CCN(C(=O)C2CCCO2)CC1 (stereo not drawn),0%,5%,-7%,1.6%,-6%,10%,0.1%,2%,.,
COc1ccc(C(=O)N(Cc2ccco2)C(C(=O)NC2CCCC2)c2ccc(O)cc2)cc1OC (stereo not drawn),-8%,-13%,-5%,-0.3%,-5%,10%,-3.3%,-6%,-3.6%,
CC(C)CCNC(=O)NC(=O)CSc1ncccn1,-5%,0%,-5%,1.8%,12%,4%,-1.2%,5%,-6.0%,
Cc1ccsc1/C=N/NC(=O)CC(=O)NCC(C)C,6%,-6%,2%,1.9%,2%,5%,-1.1%,6%,-3.7%,
COc1ccc(-c2cc(-c3nnc(COC(=O)C4CC4)o3)c3ccccc3n2)cc1OC,-2%,8%,8%,4.2%,35%,19%,0.3%,3%,-13%,
Cc1sc2nc(SCCO)n(-c3ccccc3)c(=O)c2c1C,-3%,6%,-9%,1.2%,-2%,4%,0.2%,10%,.,

# Screening results deposited in PubChem BioAssay by several laboratories.
